Source: PubChem (National Center for Advancing Translational Sciences (NCATS))
JMJD2A Tudor – JMJD2A Tudor domain (human) inhibition; O75164; AlphaScreen JMJD2A-Tudor / H3K4me3 peptide binding; Potency, µM (titrated, usually from 114 µM), for inactives: at the top dose activity change, negative = inhibition, most hits filed as inhibitors; actives 4.4% (n = 390,000); AID 504339; further: potency means the concentration at half of the fitted maximal effect; on the % scale 0 is the no-effect control and ±100 the full control effect; nearly all actives have a fitted effect of over 50% in size
PI4K2A inh – blocks human PI4K2A kinase activity. Q9BTU6. purified PI4K2A, ADP-Glo luminescence, 1 h; hits give low values. activity change, negative = inhibition, % at 76.9 µM. actives 0.13% (n = 420,000); in the data active means activity change below about -50%; inconclusive means mostly about -30% to -49%;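 further: -100% = wells without enzyme as full effect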
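Compounds are screened against recombinant PI4K2A using PI as substrate and ATP, the latter dispensed at 300 microM. Reactions run one hour at ambient temperature before ADP-Glo detection; full inhibition defined by wells lacking enzyme.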
BAZ2B inh – inhibitors of human BAZ2B bromodomain; Q9UIF8; AlphaScreen BAZ2B-H3K14Ac peptide displacement; Potency, µM (highest dose often 114 µM), inactives show at the top dose activity change, negative = inhibition, hits mostly inhibitors; actives 4.4% (n = 360,000); AID 504333; further: potency means the concentration at half of the fitted maximal effect; on the % scale 0 is the no-effect control and ±100 the full control effect; nearly all actives have a fitted effect of over 60% in size
Target sequence (Q9UIF8 whole entry, looked up): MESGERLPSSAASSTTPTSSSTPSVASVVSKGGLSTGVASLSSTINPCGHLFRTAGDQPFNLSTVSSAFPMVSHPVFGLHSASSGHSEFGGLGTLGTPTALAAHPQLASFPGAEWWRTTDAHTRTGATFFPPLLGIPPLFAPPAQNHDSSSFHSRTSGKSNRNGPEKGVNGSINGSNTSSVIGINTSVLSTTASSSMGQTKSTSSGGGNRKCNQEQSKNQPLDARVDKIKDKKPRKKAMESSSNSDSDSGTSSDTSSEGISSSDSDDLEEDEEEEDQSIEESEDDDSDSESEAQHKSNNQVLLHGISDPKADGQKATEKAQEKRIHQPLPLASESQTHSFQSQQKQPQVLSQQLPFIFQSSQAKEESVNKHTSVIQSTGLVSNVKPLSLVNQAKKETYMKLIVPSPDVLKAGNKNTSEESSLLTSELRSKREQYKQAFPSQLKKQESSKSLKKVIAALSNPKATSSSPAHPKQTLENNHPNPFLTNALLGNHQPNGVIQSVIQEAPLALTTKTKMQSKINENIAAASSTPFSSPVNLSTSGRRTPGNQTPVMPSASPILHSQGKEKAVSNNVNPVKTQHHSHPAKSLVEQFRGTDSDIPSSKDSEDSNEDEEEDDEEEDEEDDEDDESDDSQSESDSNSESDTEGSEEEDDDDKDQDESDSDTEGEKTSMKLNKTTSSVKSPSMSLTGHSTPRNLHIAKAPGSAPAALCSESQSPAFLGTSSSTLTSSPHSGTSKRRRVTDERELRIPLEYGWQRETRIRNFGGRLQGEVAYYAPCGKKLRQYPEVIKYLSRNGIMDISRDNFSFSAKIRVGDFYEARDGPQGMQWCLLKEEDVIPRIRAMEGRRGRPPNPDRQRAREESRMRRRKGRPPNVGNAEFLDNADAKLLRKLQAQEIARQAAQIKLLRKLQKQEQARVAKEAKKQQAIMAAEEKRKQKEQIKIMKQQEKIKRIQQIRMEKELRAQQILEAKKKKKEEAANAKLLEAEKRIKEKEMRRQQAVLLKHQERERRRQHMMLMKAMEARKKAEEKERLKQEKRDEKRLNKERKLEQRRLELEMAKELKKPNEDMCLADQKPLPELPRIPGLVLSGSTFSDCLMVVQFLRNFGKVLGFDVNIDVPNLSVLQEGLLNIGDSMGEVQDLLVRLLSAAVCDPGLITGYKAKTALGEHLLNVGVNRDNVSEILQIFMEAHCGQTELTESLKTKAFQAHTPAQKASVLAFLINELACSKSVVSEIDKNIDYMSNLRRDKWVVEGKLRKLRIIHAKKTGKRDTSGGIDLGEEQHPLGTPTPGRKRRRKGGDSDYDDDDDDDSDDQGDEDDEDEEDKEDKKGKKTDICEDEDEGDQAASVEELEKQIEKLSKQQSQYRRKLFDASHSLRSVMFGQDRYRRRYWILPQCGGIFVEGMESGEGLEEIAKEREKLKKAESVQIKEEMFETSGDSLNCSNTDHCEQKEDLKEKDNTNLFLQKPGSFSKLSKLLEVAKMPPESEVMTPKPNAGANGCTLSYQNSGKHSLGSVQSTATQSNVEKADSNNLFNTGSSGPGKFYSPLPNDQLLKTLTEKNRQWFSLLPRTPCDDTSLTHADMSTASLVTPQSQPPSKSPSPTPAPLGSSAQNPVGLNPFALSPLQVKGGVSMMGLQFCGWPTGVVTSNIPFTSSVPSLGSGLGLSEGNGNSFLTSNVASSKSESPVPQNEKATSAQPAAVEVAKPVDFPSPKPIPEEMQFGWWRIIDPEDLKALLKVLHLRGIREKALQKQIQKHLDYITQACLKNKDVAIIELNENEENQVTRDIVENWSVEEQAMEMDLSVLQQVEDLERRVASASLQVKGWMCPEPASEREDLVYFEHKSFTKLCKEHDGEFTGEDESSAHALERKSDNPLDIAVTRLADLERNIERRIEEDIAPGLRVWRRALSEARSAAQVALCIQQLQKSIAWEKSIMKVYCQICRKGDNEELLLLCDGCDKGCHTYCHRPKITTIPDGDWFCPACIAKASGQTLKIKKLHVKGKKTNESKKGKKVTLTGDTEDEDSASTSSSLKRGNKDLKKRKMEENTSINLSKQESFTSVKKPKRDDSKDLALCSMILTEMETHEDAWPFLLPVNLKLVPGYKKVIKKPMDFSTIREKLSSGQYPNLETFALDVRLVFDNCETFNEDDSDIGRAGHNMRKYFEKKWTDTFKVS
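AlphaScreen luminescence quantifies BAZ2B engagement of H3K14Ac peptide; the protein and biotinylated peptide are both at 50 nM final, buffer PBS pH 7.4 with 0.01% Tween-20, all steps at room temperature.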
Pin1 inhibitor – inhibitors of human Pin1 | Q13526 | Pin1 FP peptide displacement, HiFluor488, 10 min | Potency, µM (top dose mostly 115 µM), without a hit: top-dose activity, negative = inhibition, most hits filed as inhibitors | actives 0.009% (n = 390,000); active means well fitted inhibition curve with a large enough effect in the polarisation, with a control signal flat, not every such curve was filed as active; inconclusive means small, poorly fitted or top-dose-only effect, or effect the other way, or a change in a side signal; inactive means no such curve, though single readings can be large or run the other way; the % refers to the polarisation; further: potency means the concentration at half of the fitted maximal effect; on the % scale 0 is the no-effect control and ±100 the full control effect
PGK inhibitor – T. brucei PGK inhibition. actives 0.043% (n = 380,000). Potency, µM (doses to about 57.5 µM), for the others: at the top dose activity change, negative = inhibition, most hits filed as inhibitors. PGK/GAPDH coupled, Kinase-Glo luminescence, 60 min. P07378. AID 602233; further: potency means the concentration at half of the fitted maximal effect; on the % scale 0 is the no-effect control and ±100 the full control effect; nearly all actives have a fitted effect of over 60% in size
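Luminescent ATP detection (Kinase-Glo Plus) follows a 60-minute room-temperature incubation, with wells lacking PGK as controls. Buffer: 100 mM TEA (pH 7.6), 5 mM MgCl2, 0.01% Tween-20. Coupling enzyme GAPDH (100 nM final) supplies unstable 1,3-BPG in-well.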
Pol eta inh – inhibitors of human DNA polymerase eta | Q9Y253 | actives 1.2% (n = 390,000) | recombinant Pol eta, fluorescent DNA replication assay | Potency, µM (highest dose often 114 µM), for inactives: top-dose activity change, negative = inhibition, actives largely listed as inhibitors; further: potency means the concentration at half of the fitted maximal effect; on the % scale 0 is the no-effect control and ±100 the full control effect
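Pol eta at 10 nM preincubated with compounds 15 min at room temperature; reaction started with fluorescent substrate (50 nM final) and read kinetically at 0 and 10 min.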
HP1b chromo inh – inhibitors of HP1-beta chromodomain binding to methylated histone tails. P83916. AlphaScreen HP1-beta / biotin-H3K9me3 peptide binding. Potency, µM (highest dose often 114 µM), for the others: at the highest dose activity change, negative = inhibition, actives largely listed as inhibitors. actives 0.56% (n = 390,000). AID 540317; further: potency means the concentration at half of the fitted maximal effect; nearly all actives have a fitted effect of over 70% in size; inactives centre near 23
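HP1-beta protein (50 nM final) preincubated 30 min at room temperature with biotinylated H3(1-18)K9me3 peptide (50 nM) in PBS pH 7.4, 0.01% Tween-20, then compound added for 30 min. AlphaScreen streptavidin donor/nickel chelate acceptor beads (10 ug/mL final), 30 min dark, luminescence read.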
GLS inh – blocks human kidney-isoform glutaminase activity; GLS enzymatic activity, qHTS titration; actives 0.21% (n = 410,000); Potency, µM (top dose mostly 45.5 µM), without a hit: at the top dose activity change, negative = inhibition, most hits filed as inhibitors; further: potency means the concentration at half of the fitted maximal effect; on the % scale 0 is the no-effect control and ±100 the full control effect
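Human kidney-isoform GLS in 45 mM KH2PO4 pH 8.2, 0.02% Tween-20, with compound, started with 1mM L-Glutamine (added stock). Glutamate oxidase/HRP/Amplex red coupled fluorescence read at start and after 30 min at RT.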
G9a block – G9a (human) methyltransferase inhibition. actives 8.8% (n = 350,000). G9a H3K9 monomethylation, AlphaScreen, 2 h. Potency, µM (doses to about 102 µM), for the others: top-dose activity, negative = inhibition, actives largely listed as inhibitors. Q96KQ7. AID 504332; further: potency means the concentration at half of the fitted maximal effect; on the % scale 0 is the no-effect control and ±100 the full control effect; nearly all actives have a fitted effect of over 75% in size
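G9a (20 nM) preincubated 15 min RT with compounds, then 500 nM biotinylated H3K9 peptide and 20 uM SAM added; 2 h RT reaction. Monomethyl-H3K9 product detected by AlphaScreen with anti-H3K9me1 antibody, streptavidin donor and anti-rabbit IgG acceptor beads.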
* hit, by the source's call; i = inactive; ? = inconclusive; · = no result given; [ ] = dose if it differs, or a comment. Unless noted, the call rests on the fitted dose curve; in most records, active means well fitted curve in the direction sought with a large enough effect; inconclusive means small, poorly fitted or top-dose-only effect, or another doubt; inactive means no such curve, though single readings can be large; an effect the other way counts as inactive or inconclusive. These rows are one share of the data; count on the stated rates, not on these rows.

cpd	SMILES	PGK inhibitor	Pin1 inhibitor	GLS inh	PI4K2A inh	BAZ2B inh	G9a block	Pol eta inh	JMJD2A Tudor	HP1b chromo inh
1	CCOC(=O)c1[nH]c(C)c(C(=O)OCC(=O)NCc2ccc(OC)c(OC)c2)c1C	7%	21%	3%	-3	-2%	1%[12.7 µM]	-1%	-22%	25%
2	C=CCN(C(=O)CCC(=O)Nc1cc(C)on1)C(C(=O)NC1CCCC1)c1ccc(CC)cc1 (stereo not drawn)	7%	-4%	?	4	2%	12%	-20%	?	-5%
3	Cc1ccc(S(=O)(=O)NN=CC2(c3ccccc3)CC2)cc1	2%	·	0%	-1	·	·	-8%	·	·
4	CCCCC1=CC2=C(c3ccco3)C(=O)C(C)(OC(=O)c3ccc(OC)cc3)C(=O)C2=CN1CC(C)C (stereo not drawn)	i	?	2%	-13	?	?	-3%	-22%	39%
5	O=c1c2cc(NC(=S)NC3CCN(Cc4ccccc4)CC3)ccc2nc2n1CCCCC2	-8%	2%	13%	15	?	-46%	-12%	?	14%
6	CC(CSc1nc2ccccc2s1)Cn1c(N2CCCC2)nc2c1c(=O)[nH]c(=O)n2C (stereo not drawn)	0%	-7%	3%	-6	-39%	?	6%	-35%	-11%
7	COCCNC(=O)C(C)OC(=O)c1nsc(Cl)c1Cl (stereo not drawn)	12%	-2%	5%	-4	-1%	2%[59 µM]	-4%	-7%	18%
8	CN(/N=C/c1cc(Cl)cc(Cl)c1O)c1c(Cl)cccc1[N+](=O)[O-]	-9%	-5%	-4%	1	10µM*	·	-7%	40µM*	?
9	CC(C)c1ccc(OCC(=O)NCC(c2ccc(Cl)cc2)N2CCOCC2)cc1 (stereo not drawn)	i	0%	2%	1	-7%	-34%[59 µM]	-27%	-12%	39%[activator]
10	CCOC(=O)Cc1csc(SCC(=O)NC2CCCCC2)n1	-6%	-13%	4%	0	-4%	?	-7%	-2%	20%
11	CCOc1ccc(C(=O)c2oc3ccccc3c2NC(=O)c2cc(-c3ccc(Cl)cc3)on2)cc1	-7%	-5%	-9%	0	-2%	4%[59 µM]	2%	-13%	18%
12	Cc1ccc(C(C)NC(=O)C2CCCO2)cc1C (stereo not drawn)	-1%	-1%	1%	5	45%[activator]	-9%[59 µM]	-2%	-9%	20%
13	COc1ccc(-c2cc(C3CC3)nc3sc(C#N)c(N)c23)cc1	-4%	22%	0%	-2	114%[activator]	117%[activator][59 µM]	-12%	68%[activator]	199%[activator]
14	S=C(Nc1ccccc1)N1CCn2c1nc1ccccc12	-2%	0%	-1%	-2	-6%	40%	-8%	14%	61%[activator]
15	COc1ccc(/C=N/NC(=O)c2ccn[nH]2)cc1CN1CCOCC1	-3%	1%	4%	-1	1%	10%	-3%	-7%	-7%
16	C=CCN(Cc1nc(-c2ccccc2)no1)C(=O)c1ccoc1C	5%	-3%	3%	-2	-28%	?	-24%	-22%	5%
17	CCn1c(SCC(=O)N2CCN(c3ccccc3F)CC2)nnc1-c1ccoc1C	3%	-4%	1%	-1	-30%	?	-11%	50µM*	-26%
18	CC(Sc1ncn[nH]1)C(=O)Nc1ccc(Cl)cn1 (stereo not drawn)	9%	2%	1%	-7	-14%	?	-13%	1%	19%
19	COc1cccc(CNC(=O)C2=C(C)C(=O)OC23CCC(C)CC3)c1 (stereo not drawn)	-10%	1%	10%	-8	4%	-9%[59 µM]	-10%	-16%	22%
20	O=C(OCCCCN1C(=O)c2ccccc2C1=O)c1ccc(S(=O)(=O)N2CCCC2)cc1	-13%	-1%	4%	-1	-3%	9%	?	-8%	48%[activator]
21	COC(=O)[C@]1(Cc2ccccc2)N[C@H](CN(C)C(C)=O)[C@@H]2C(=O)N(C)C(=O)[C@@H]21	-1%	-1%	1%	-2	·	·	-16%	-14%	22%
22	C=CCn1c(CNc2ccc(C)cc2)nnc1SCC(=O)N/N=C/c1ccc(O)cc1	-5%	-5%	48%[activator]	1	-6%	6%[2.33 µM]	-10%	-4%[11.4 µM]	-22%
23	Cc1cc(N2CCOCC2)nc2ccc(NC(=O)C3CCC(C)CC3)cc12 (stereo not drawn)	i	-3%	-10%	-1	8%	-2%[59 µM]	-10%	-9%	34%[activator]
24	COC(=O)c1cccc(S(=O)(=O)N(Cc2ccco2)Cc2cc3cc(OC)c(OC)cc3[nH]c2=O)c1	0%	10%	-8%	2	4%	0%[59 µM]	-16%	-10%	23%
25	CCOC(=O)c1cc(C#N)c(SC)nc1C	-3%	6%	-11%	-1	11%	·	-11%	16%[57.1 µM]	56%[activator]
26	CCCc1cc(=O)oc2cc(OCC(=O)Nc3ccc(CN4CCOCC4)cc3)c(Cl)cc12	0%	1%	-29%	-8	-8%	3%[0.501 µM]	-18%	-18%	6%[57 µM]
27	O=C(NC1CCCC1)c1cc(=O)[nH]c2ccccc12	-4%	0%	0%	-6	8%	·	-7%	-7%	-6%
28	CCOC(=O)c1c(NC(=O)CCCOc2ccc(Cl)cc2)sc2c1CCC2	-4%	10%	-4%	2	-27%	-27%[59 µM]	-11%	25%	14%
29	CC(C)OCCCNC(=O)CCCn1c(=O)[nH]c2ccsc2c1=O	0%	-3%	4%	0	3%	-23%[59 µM]	-6%	-7%	17%
30	O=C(Nc1ccc(F)cc1)c1ccccc1NC(=O)C1CC=CCC1C(=O)O (stereo not drawn)	-2%	0%	-5%	1	-13%	1%	-11%	-1%	32%
31	CC(=O)c1c(N2CCN(c3ccc(F)cc3)CC2)nc(=S)n(Cc2ccccc2)c1C	-7%	28%	15%	0	?	-8%	-8%	?	-10%
32	Nc1ncc(Br)cc1Br	-4%	3%	1%	4	-6%	-13%[59 µM]	-1%	-3%	25%
33	CCC(C)NC(=O)C1CCN(C(=O)COc2ccc3c4c(c(=O)oc3c2C)CCCC4)CC1 (stereo not drawn)	6%	-4%	1%	1	0%	-7%[0.0925 µM]	1%	-1%	25%
34	O=c1ccc(S(=O)(=O)N2CCCC2)c[nH]1	8%	-3%	15%	4	·	·	-4%	-3%	43%[activator]
35	NCCN=C1NS(=O)(=O)c2ccccc21	·	-2%	-1%	2	-1%	9%[59 µM]	1%	-10%	4%
36	CCOc1cc(C(=O)Nc2cc(C)ccc2C)ccc1OCC(=O)N1CCCCC1	-8%	-7%	1%	0	-6%	-12%[59 µM]	-4%	-16%	6%
37	Cc1cc(C)n(-c2nc3ccccc3nc2Nc2ccc3[nH]c(=O)[nH]c3c2)n1	i	?	2%	7	-37%	?	-5%	-26%	9%
38	FC(F)(F)c1cccc(CC2CN(Cc3ccccc3)Cc3ccccc3N2c2cc(Cl)cc(Cl)c2)c1 (stereo not drawn)	0%	·	-3%	-3	·	·	-11%	·	·
39	CC1=C(C(=O)Nc2ccccc2)C(c2cccc([N+](=O)[O-])c2)Nc2nc3ccccc3n21 (stereo not drawn)	-7%	-2%	7%	3	-2%	-3%[2.33 µM]	-2%	3%	28%
40	COc1cccc(OC)c1C(=O)NC(C)CCc1ccccc1 (stereo not drawn)	5%	-3%	6%	1	2%	-9%[0.501 µM]	-8%	-10%	13%
41	Oc1ccc(Cc2ccc(Cl)cc2)c(O)c1	-11%	1%	-4%	13	-27%	3%	-20%	-35%	8%
42	Cc1cccc(NC(=O)CSC2=Nc3ccccc3C3=NC(CCC(=O)NCc4ccco4)C(=O)N23)c1 (stereo not drawn)	i	1%	0%	0	-37%	?	-12%	-20%	11%
43	O=C(Nc1ncc([N+](=O)[O-])s1)c1cccc([N+](=O)[O-])c1	-5%	8%	6%	-4	-25%	?	4%	-29%	9%
44	CC(C)(C)OC(=O)NCCCC[C@H](NC(=O)c1nc[nH]c1C(=O)NCc1ccc(CNC(=O)OC(C)(C)C)cc1)C(=O)OC(C)(C)C	-9%	?	-1%	1	11%	·	-11%	-31%	40%[activator]
45	COc1cccc(CNC(C)C(=O)Nc2ccc3c(c2)OCCO3)c1 (stereo not drawn)	-5%	-7%	0%	3	?	45µM*	-17%	3.2µM*	?

Grouped by structure, the compounds so far containing a cyano group.
cpd	SMILES	PGK inhibitor	Pin1 inhibitor	GLS inh	PI4K2A inh	BAZ2B inh	G9a block	Pol eta inh	JMJD2A Tudor	HP1b chromo inh
13	COc1ccc(-c2cc(C3CC3)nc3sc(C#N)c(N)c23)cc1	-4%	22%	0%	-2	114%[activator]	117%[activator][59 µM]	-12%	68%[activator]	199%[activator]
25	CCOC(=O)c1cc(C#N)c(SC)nc1C	-3%	6%	-11%	-1	11%	·	-11%	16%[57.1 µM]	56%[activator]

New compounds follow.
cpd	SMILES	PGK inhibitor	Pin1 inhibitor	GLS inh	PI4K2A inh	BAZ2B inh	G9a block	Pol eta inh	JMJD2A Tudor	HP1b chromo inh
46	COc1ccccc1C(=O)COC(=O)c1ccccc1OCC(=O)Nc1ccc(SC(F)F)cc1	2%	27%	2%	5	8%	20%[59 µM]	-7%	-13%	30%
47	CCOCc1c(C(=O)OCC(=O)Nc2ccccc2C(N)=O)oc2ccccc12	-8%	-3%	2%	1	-19%	7%[2.33 µM]	-15%	-14%	28%
48	O=C(CSc1ncn[nH]1)Nc1nnc(-c2ccccc2)s1	-1%	-5%	3%	-10	9%	-4%	-4%	-13%	60%[activator]
49	Cn1cccc1/C=N/n1c(-c2ccco2)n[nH]c1=S	5%	-5%	-14%	1	?	·	-23%	20µM*	17%
50	CC(C)(C)c1ccc(CNc2cc(N3CCOCC3)ccc2[N+](=O)[O-])cc1	-3%	-1%	3%	2	?	25µM*	-5%	?	?
51	OC1CCN(c2ncnc3nc[nH]c23)CC1	i	1%	2%	-25	-5%	21%	-9%	-13%	62%[activator]
52	COc1ccc(/C=N/OC(=O)Nc2ccccc2OC)cc1	i	-3%	-15%	7	8%	25%	-19%	12%	58%[activator]
